Assay outcomes (PubChem)
AmpC inh no detg – AmpC beta-lactamase inhibition without detergent | P00811 | AmpC nitrocefin hydrolysis, absorbance 480 nm, 0.0001% Triton | Potency, µM (highest dose often 57.1 µM), inactives show at the top dose activity change, negative = inhibition, most hits filed as inhibitors | actives 0.52% (n = 330,000) | AID 485341;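 further: potency means the concentration at half of the fitted maximal effect; plate controls were no compound for no effect and no enzyme for full effect; nearly all actives have a fitted effect of over 20% in size; some results filed as inactive show a strong effect at the top dose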
Target sequence (P00811 whole entry, looked up): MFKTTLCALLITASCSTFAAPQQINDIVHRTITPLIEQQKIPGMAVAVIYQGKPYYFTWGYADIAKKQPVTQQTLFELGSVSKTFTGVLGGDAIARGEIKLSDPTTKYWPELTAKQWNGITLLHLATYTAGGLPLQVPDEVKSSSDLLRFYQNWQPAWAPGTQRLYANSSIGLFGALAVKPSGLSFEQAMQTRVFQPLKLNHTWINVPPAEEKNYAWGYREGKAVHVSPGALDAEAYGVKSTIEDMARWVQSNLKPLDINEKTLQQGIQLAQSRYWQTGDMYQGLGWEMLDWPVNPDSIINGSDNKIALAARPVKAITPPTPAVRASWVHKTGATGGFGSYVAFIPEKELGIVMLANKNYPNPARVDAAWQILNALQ
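AmpC (5.3 nM in the dispensed reagent) in 20 mM phosphate pH 7.0 with 0.01% (detergent screen) or 0.0001% Triton X-100 was preincubated with compounds for 15 min at room temperature. Nitrocefin was then added from an 800 uM solution, and hydrolysis was followed at 480 nm.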
Sm TGR block – inhibitors of Schistosoma mansoni thioredoxin glutathione reductase; actives 3% (n = 360,000); purified TGR, DTNB reduction, TNB absorbance 405 nm; Potency, µM (series often up to 114 µM), for inactives: at the top dose activity change, negative = inhibition, most hits filed as inhibitors; further: potency means the concentration at half of the fitted maximal effect; nearly all actives have a fitted effect of over 60% in size
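First, TGR (20 nM dispensed) and NADPH were mixed with compound. Second, a 15 min room-temperature incubation followed. Third, further NADPH and then DTNB were added to start the reaction. Finally, TNB absorbance was monitored kinetically.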
HCMV antiviral – blocks human cytomegalovirus replication; HFF cells, HCMV-luciferase reporter, 72 h; hits give low values; AID 1259415; actives 4.5% (n = 410,000); activity change, negative = inhibition, % at 57.5 µM; in the data active means activity change below about -60%; inconclusive means no clear call, values can overlap the other calls; inactive means above about -39%
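After 16 h attachment at 37C, HFF cells received test compound and HCMV-luciferase (1 PFU/cell); reporter luminescence read 72 h later, data normalized against buffer-only and known inhibitor Salinomycin.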
LmPK inh – LmPK (Leishmania mexicana) enzyme inhibition; purified LmPK, Kinase-Glo ATP luminescence, 1 h; Q27686; actives 0.37% (n = 290,000); Potency, µM (doses to about 57.5 µM), for inactives: top-dose activity change, negative = inhibition, most hits filed as inhibitors; further: potency means the concentration at half of the fitted maximal effect
Target sequence (Q27686 whole entry, looked up): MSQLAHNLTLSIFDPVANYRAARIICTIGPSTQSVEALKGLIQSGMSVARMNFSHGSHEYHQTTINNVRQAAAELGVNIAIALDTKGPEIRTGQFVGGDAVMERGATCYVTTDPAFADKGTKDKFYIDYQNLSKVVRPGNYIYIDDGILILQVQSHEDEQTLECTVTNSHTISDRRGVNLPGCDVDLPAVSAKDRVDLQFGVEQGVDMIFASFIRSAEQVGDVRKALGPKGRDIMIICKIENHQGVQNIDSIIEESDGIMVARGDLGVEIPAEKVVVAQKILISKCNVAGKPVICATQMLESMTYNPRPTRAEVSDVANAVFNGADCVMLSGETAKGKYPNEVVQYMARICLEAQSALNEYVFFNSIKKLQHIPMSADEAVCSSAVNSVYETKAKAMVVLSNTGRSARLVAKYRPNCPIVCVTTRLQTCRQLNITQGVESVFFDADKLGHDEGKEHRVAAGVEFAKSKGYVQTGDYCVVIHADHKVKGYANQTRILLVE
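0.1 nM LmPK, 0.5 mM PEP, 0.1 mM ADP; 50 mM imidazole pH 7.2, 7 mM MgCl2, 50 mM KCl; 1 h RT. Kinase-Glo luminescence readout, normalized to no-enzyme (full inhibition) and uninhibited wells.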
AMA1-RON2 inh – AMA1-RON2 (P. falciparum) interaction inhibition. actives 0.2% (n = 360,000). Potency, µM (doses to about 58.2 µM), inactives show at the highest dose activity change, negative = inhibition, hits mostly inhibitors. AID 720542. AlphaScreen AMA1-biotinylated RON2 peptide binding;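 further: potency means the concentration at half of the fitted maximal effect; 0% = vehicle wells and -100% = peptide control; nearly all actives have a fitted effect of over 45% in size; some results filed as inactive show a strong effect at the top dose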
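AMA1 (3D7) with his tag at 25 nM final met compounds first, then biotinylated RON2 peptide at 25 nM; detection used donor plus acceptor beads, 10 µg/mL apiece, read by AlphaScreen after 30 min at room temperature.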
TbPYK inhibitor – inhibitors of Trypanosoma brucei pyruvate kinase; Q57TT1; TbPYK enzyme, Kinase-Glo Plus ATP luminescence, 45 min; Potency, µM (doses to about 76.8 µM), for the others: at the top dose activity, negative = inhibition, most hits filed as inhibitors; actives 0.12% (n = 410,000); further: potency means the concentration at half of the fitted maximal effect; nearly all actives have a fitted effect of over 50% in size
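Assay buffer: 50 mM TEA pH 7.2, 100 mM KCl, 10 mM MgCl2, 0.05% BSA, 0.01% Tween-20. Pyruvate kinase from T. brucei plus substrate met compound, then ADP (130 uM final). Luminescence was read post 45 min RT.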
AmpC inh detg – AmpC beta-lactamase inhibition with detergent present; P00811; AmpC hydrolysis of nitrocefin, absorbance 480 nm, 0.01% Triton; Potency, µM (top dose mostly 114 µM), for the others: top-dose activity change, negative = inhibition, hits mostly inhibitors; actives 0.041% (n = 370,000);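 further: potency means the concentration at half of the fitted maximal effect; 0% = no-compound wells and -100% = no-enzyme wells; nearly all actives have a fitted effect of over 25% in size; some results filed as inactive show a strong effect at the top dose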
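20 mM phosphate pH 7.0 + 0.01% (detergent screen) or 0.0001% Triton X-100; 5.3 nM AmpC reagent; cpd preinc 15 min RT; nitrocefin (800 uM stock) to start; A480 q20 s × 4 min; Activity was normalised to no-enzyme and no-compound control wells.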
* = called active by the depositor; ? = inconclusive; · = not tested or not shown; & = joins results of further samples; [ ] = dose if it differs, or a comment. Unless noted, the call rests on the fitted dose curve; in most records, active means well fitted curve in the direction sought with a large enough effect; inconclusive means small, poorly fitted or top-dose-only effect, or another doubt; inactive means no such curve, though single readings can be large; an effect the other way counts as inactive or inconclusive. Unless noted, on the % scale 0 is the no-effect control and ±100 the full control effect.

Compound | AmpC inh detg | LmPK inh | TbPYK inhibitor | Sm TGR block | HCMV antiviral | AMA1-RON2 inh | AmpC inh no detg
COc1ccc(/C=N/NC(=O)Cn2c(Cc3ccc(OC)c(OC)c3)nc3ccccc32)cc1OC | -12% | -3% | 3% | -9% | -13 | -6% | 17%
Cc1ccc(-c2noc(CN(C(=O)C(c3ccccc3)c3ccccc3)C(C)C)n2)cc1 | -13% | 5% | -9% | 1% | 13 | -11% | -4%
Fc1cccc(NC(=S)N2CCCC2)c1 | ? | -4% | 3% | -2% | 34 | 29% | -15%
COc1ccc(C(=O)c2ccc([N+](=O)[O-])cc2Cl)cc1 | -4% | 1% | -2% | 13µM* | ? | ? | -31%
CCOC(=O)[C@H]1[C@H]2COc3ccc(OC)cc3[C@@H]2N2C(=O)CN(Cc3ccco3)C(=O)[C@@]12C | 1% | · | -5% | ? | -33 | 0% | 40%
Cc1[nH]c2ccc(F)cc2c1CCN(Cc1cccnc1)C(=S)Nc1ccc(F)cc1 | 2% | 0% | -2% | -8% | -4 | -34% | -3%
CC(C)Oc1ccc(CNC(=O)Cn2ccc3cc(S(=O)(=O)N4CCCC4)ccc32)cc1 | -14% | 10% | 1% | 8% | -5 | -7% | -35%
COc1ccc(Br)cc1C(=O)NC(=S)Nc1ccc(CN2CCOCC2)cc1 | 2% | 3% | 1% | -23% | 0 | -13% | 143%[activator]
O=S(=O)(Nc1ccc(-c2ccc(N3CCCC3)nn2)cc1)c1ccc(OC(F)(F)F)cc1 | 7% | · | 3% | 10% | 28 | · | ·
COCCNC(=O)C(c1cccnc1)N(Cc1ccccc1)C(=O)Cn1nnc2ccccc21 (centres undefined) | 0% | -13% | 1% | 1% | 15 | 0% | -15%
CCOc1ccc(N2CC(NC(=O)c3ccc(S(=O)(=O)N4CCCC4)cc3)CC2=O)cc1 (centres undefined) | 0% | · | -3% | 11% | -33 | · | ·
N#Cc1cnc(=S)n(-c2cc(C(F)(F)F)cc(C(F)(F)F)c2)c1N | · | · | -9% | · | -25 | -9% | ·
CC1CCC(NC(=O)CN2CCC(n3nnc4cc(F)ccc43)CC2)CC1 (centres undefined) | 2% | 5% | -7% | 16% | 14 | -2% | 41%
COc1ccc2ncc3c(-c4ccccc4)nn(-c4ccc(C)c(C)c4)c3c2c1 | 5% | · | 1% | -13% | -8 | · | ·
COC(=O)C1=C(C)NC(C)=C(C(=O)OC)C1c1ccc(-c2cccc(Cl)c2Cl)o1 | 7% | 1% | -10% | ? | 6 | -4% | -57%
O=C(Cc1ccccc1)NCC(=O)OCc1ccc([N+](=O)[O-])cc1 | ? | -5% | -3% | -10% | 11 | -4%[2.32 µM] | -9%
O=C(OCC(=O)N1CCCCC1)c1c[nH]c2ccccc12 | ? | · | -2% | -7% | -12 | -18% | -6%
NC(=O)NC(=O)COC(=O)CC12CC3CC(CC(C3)C1)C2 | 0% | 4% | -1% | 2% | 30 | -15% | -1%
N#Cc1cn(-c2ccccc2)nc1-c1cc2ccccc2oc1=O | ? | -5% | -2% | 9% | 57 | 0% | -21%
CCOC(=O)COc1ccc2c(=O)cc(-c3ccccc3)oc2c1 | -2% | 1% | -19%&0%&0% | 1% | -7 | 8% | 27%
CCc1ccc2oc(-c3ccc(C)c(NC(=O)c4cc([N+](=O)[O-])ccc4N4CCOCC4)c3)nc2c1 | 1% | · | 4% | 1% | ? | · | ·
Cc1c(C(=O)N2CCCCC2)oc2ccc(Br)cc12 | ? | · | 1% | -8% | 16 | 0% | 16%
CC1(C)Cc2nc3oc4c(NCc5ccccc5)ncnc4c3cc2CO1 | 2% | 2% | -1% | 1% | 31 | -12% | -16%
CC1(C)CC(=O)C2=C(C1)NC(=O)NC2c1ccc(Cl)cc1 (centres undefined) | -12% | -2% | 6% | -10% | -31 | -1% | -23%
COc1ccc(N(Cc2ccccc2)C(=O)CSc2nnc(Cn3nnc4ccccc43)o2)cc1 | -9% | 4% | -5% | -27% | -23 | -13% | -10%
CC(C)(C)NC(=O)[C@H]1CC[C@H]2[C@@H]3CC[C@H]4NC(=O)C=C[C@]4(C)[C@H]3CC[C@]12C | -2% | -22% | 0% | -1% | 7 | -11% | 10%
CC(=O)Nc1ccc(-c2nnc(SCc3c(C)cc(C)cc3C)n2C)cc1 | -18% | 1% | 0% | 3% | ? | -24% | 118%[activator]
Cc1ccc(-c2nc3cc(C)c(Br)c(C)n3c2CC2CCCCC2)cc1 | · | · | 0% | · | 28 | 3% | ·
O=C(Nc1cccc(NC(=O)c2ccc([N+](=O)[O-])o2)c1)c1ccco1 | -1% | -4% | -4% | ? | ? | 7% | -18%
O=C(NCc1ccccn1)Nc1cc(Cl)ccc1Cl | -6% | -8% | 1% | -8% | -67* | 45%[activator] | 57%

Retrieved by structure from the entries so far (2):
Compound | AmpC inh detg | LmPK inh | TbPYK inhibitor | Sm TGR block | HCMV antiviral | AMA1-RON2 inh | AmpC inh no detg
COC(=O)C1=C(C)NC(C)=C(C(=O)OC)C1c1ccc(-c2cccc(Cl)c2Cl)o1 | 7% | 1% | -10% | ? | 6 | -4% | -57%
CC(C)(C)NC(=O)[C@H]1CC[C@H]2[C@@H]3CC[C@H]4NC(=O)C=C[C@]4(C)[C@H]3CC[C@]12C | -2% | -22% | 0% | -1% | 7 | -11% | 10%

Other entries follow:
Compound | AmpC inh detg | LmPK inh | TbPYK inhibitor | Sm TGR block | HCMV antiviral | AMA1-RON2 inh | AmpC inh no detg
c1ccc2c(c1)Cc1ccccc1O2 | ? | · | -3% | -8% | 11 | -12% | -12%
O=c1c2ccccc2nc(-c2ccco2)n1-c1nccs1 | -1% | -10% | 2% | 4% | 55 | 133%[activator] | -20%
COc1ccccc1C(=O)Nc1ccc2c(c1)CCCN2C(=O)c1cccs1 | -7% | -7% | -6% | -5% | -60* | -17% | -18%
Cc1cccc(N=C2NC(=O)/C(=C\c3cccs3)S2)c1 | ? | -2% | -5% | -7% | 40 | 17% | -14%
Cc1cc(C)c2sc(N3CCN(C(=O)C4CC4)CC3)nc2c1 | 0% | · | 2% | 4% | 48 | · | ·
CC1(c2cccc(Br)c2)NC(=O)N(CC(=O)N2CCc3ccccc32)C1=O (centres undefined) | -1% | · | 5% | -3% | 11 | 11% | -21%
CCOC(=O)c1scc(-c2ccccc2)c1S(=O)(=O)Nc1cc(OC)cc(OC)c1 | -4% | · | -6% | -5% | -2 | · | ·
CC(=O)c1ccc(NC(=O)C2C3C=CC(C3=C(c3ccccc3)c3ccccc3)C2C(=O)O)cc1 (centres undefined) | -3% | 12% | -5% | -5% | 29 | -8% | -50%
COc1ccc(C(CC(=O)O)NC(=O)Nc2ccccc2)cc1OC (centres undefined) | 1% | -1%[11.5 µM] | 4% | 9% | -23 | 14% | -25%
COc1ccc(C(=O)C2CCCN(C/C=C/c3ccccc3OC)C2)c(OC)c1 (centres undefined) | -7% | 2% | -5% | -13% | -61* | -5% | 92%[activator]
CCCCCCC(C)n1[nH]c(=O)cc1N (centres undefined) | 2% | 2% | 1% | ? | -17 | 5% | -32%
O=C(CSc1nc2ccccc2o1)N1N=C(c2cccs2)CC1c1ccc(F)cc1 (centres undefined) | -13% | 0% | -2% | -2% | -21 | -10% | -24%
C[C@H](NC(=O)c1nc[nH]c1C(=O)OCc1ccccc1)c1ccccc1 | 8% | · | -8% | 1% | ? | 168%[activator] | -10%
CC(C)NC(=O)C1(C)CCN1CCC(=O)c1ccccc1 (centres undefined) | · | · | -1% | · | 5 | 8% | ·
CCOC(=O)C1=C(N)OC2=C(C(=O)CC(C)(C)C2)C1c1cc(CSc2nnnn2C)cs1 (centres undefined) | -1% | -8% | -8% | -4% | 9 | 1% | -23%
CC(=O)Nc1ccc(NC(=O)C2CCC(CNS(=O)(=O)c3cccc4nsnc34)CC2)cc1 (centres undefined) | -4% | -1% | 4% | 0% | 22 | -1% | -9%
Cc1nn(C)c2c1c(-c1ccccc1)cc(=O)n2Cc1ccccc1F | 1% | · | 1% | -6% | 2 | · | ·
COc1ccccc1CNC(=O)c1ccccc1C(=O)NC(C)(C)C(=O)NCc1ccccc1OC | -3% | 4% | 4% | -5% | -25 | 0% | 83%[activator]
Cc1cc(C)n2nc(S(=O)(=O)N(CC(C)C)CC(C)C)nc2n1 | ? | 0% | -2% | 2% | -16 | 1% | 10µM*
c1ccc(C2=NOC(c3nnc(-c4ccccc4)o3)C2)cc1 (centres undefined) | · | · | 10% | · | 0 | 20% | ·
CCCCN(CCCC)CC(O)COc1ccccc1Br (centres undefined) | ? | -1% | -4% | -1% | -20 | -8% | 2%
Oc1ccc2ccccc2c1CN1CC=C(c2ccccc2)CC1 | 0% | 5% | -5% | 22µM* | 15 | -28% | -21%
CC(=O)c1ccc(NC(=O)c2cn(-c3ccccc3)nc2-c2ccc(Br)cc2)cc1 | 14% | · | -3% | -2% | -1 | · | ·
CCCCn1c(SCc2nc3ccccc3s2)nc2cc(S(N)(=O)=O)ccc21 | -12% | 0% | -7% | 3% | 35 | -1% | -27%
O=C1CSC(c2cccnc2)N1CCc1ccccn1 (centres undefined) | 1% | -4% | 2% | 8% | 36 | 15% | 1%
COc1ccc2c(c1OC)CN(C)CCc1cc3c(cc1C(=O)C2)OCO3 | 1% | -6% | 4% | 8%[57.1 µM] | 2 | -13% | -23%
CCCC(=O)N(c1ccc(OCC)cc1)S(=O)(=O)c1ccc2c3c(cccc13)C(=O)N2C | -1% | -5% | 2% | -15% | -34 | 30%[activator] | 0%
Cc1ccc(Cl)cc1NC(=O)C1CC(=O)N(C(C)C)C1 (centres undefined) | -17% | 0% | 10% | -7% | -21 | -2% | -8%
O=C(N/N=C/c1cccs1)c1cc(-c2ccc(Cl)s2)[nH]n1 | 4% | 3% | 4% | -2% | -7 | 24% | -47%
CCC/C=C/c1ccc(CN2C(C)C(=O)N(Cc3cn(CCC4OCCCO4)nn3)CCS2(=O)=O)cc1 (centres undefined) | · | · | -1% | · | -5 | 1% | ·
O=C(CSc1nnc(Nc2ccccc2F)s1)NC(=O)CN1CCCC1=O | -5% | · | -4% | -2% | 0 | -14% | -34%
CC(=O)Nc1nc(C)c(S(N)(=O)=O)s1 | 0% | 2% | 1% | -22% | -13 | 8% | -11%
CCOC(=O)N1CCN(c2cc(=O)n(C3CCCCC3)c(=O)[nH]2)CC1 | -13% | 6% | -7% | 10% | -7 | 13% | -15%
Cc1nn(-c2ccc(Br)cc2)c(=O)c2ccccc12 | 14% | 1% | 4% | 10% | 101 | 2% | 0%
CC(=O)NCCn1c(C)cc2ccccc21 | ? | -1% | -5% | 0% | -2 | 1% | -1%
